Source: PubChem BioAssay (several laboratories)
FLuc stim CS: firefly luciferase counter-screen for stimulation assays. activation factor at 10 µM. ATPlite luciferase biochemical, luminescence, 10 min; 0 = ATP-free wells, 1 = DMSO control. 200,000 tested, under 10 active. P08659;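 active = luciferase activation factor, scaled between plate controls, of at least 2 with compound at 10 µM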
Target sequence (P08659 whole entry, looked up): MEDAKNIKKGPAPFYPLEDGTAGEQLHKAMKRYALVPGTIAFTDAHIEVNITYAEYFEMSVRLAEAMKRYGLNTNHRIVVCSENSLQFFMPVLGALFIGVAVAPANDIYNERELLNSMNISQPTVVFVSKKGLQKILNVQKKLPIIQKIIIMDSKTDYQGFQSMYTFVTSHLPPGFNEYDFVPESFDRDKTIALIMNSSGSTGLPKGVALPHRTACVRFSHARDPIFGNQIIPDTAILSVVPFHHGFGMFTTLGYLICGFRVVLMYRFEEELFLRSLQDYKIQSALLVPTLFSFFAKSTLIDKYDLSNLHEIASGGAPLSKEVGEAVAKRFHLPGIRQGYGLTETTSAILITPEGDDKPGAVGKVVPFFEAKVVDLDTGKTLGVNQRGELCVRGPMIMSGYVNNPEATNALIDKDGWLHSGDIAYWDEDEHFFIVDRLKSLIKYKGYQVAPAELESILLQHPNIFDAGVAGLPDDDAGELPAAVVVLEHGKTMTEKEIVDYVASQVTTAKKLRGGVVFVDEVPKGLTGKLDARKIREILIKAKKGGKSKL
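Assay system: Luciferase/luciferin detection reagent, cell-free biochemical luciferase assay / Also added: ATP substrate / Schedule: 10 min at ambient temperature / Measured by: luminescence measurement of luciferase light output / Benchmarks: low control with PBS replacing ATP, high control enzyme plus ATP without compound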
FLuc inh counter: counter-screen for luciferase assay inhibitors: firefly luciferase inhibition | 200,000 tested, 1.5% active | ATPLite firefly luciferase biochemical luminescence, 10 min | inhibition, % at 10 µM | P08659 | AID 1006;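 active = inhibition above about 50% when tested at 10 µM, limit read from the data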
TNAP act hiacc: increases human TNAP activity under high phosphate acceptor concentration | activation factor at 20 µM | AID 1136 | purified TNAP, CDP-star luminescence, 1 M DEA, 30 min; hits give high values; 0 = EDTA background, 1 = DMSO-only activity | 200,000 tested, under 10 active | P05186;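 active = activation factor at least 2 at 20 µM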
Target sequence (P05186 whole entry, looked up): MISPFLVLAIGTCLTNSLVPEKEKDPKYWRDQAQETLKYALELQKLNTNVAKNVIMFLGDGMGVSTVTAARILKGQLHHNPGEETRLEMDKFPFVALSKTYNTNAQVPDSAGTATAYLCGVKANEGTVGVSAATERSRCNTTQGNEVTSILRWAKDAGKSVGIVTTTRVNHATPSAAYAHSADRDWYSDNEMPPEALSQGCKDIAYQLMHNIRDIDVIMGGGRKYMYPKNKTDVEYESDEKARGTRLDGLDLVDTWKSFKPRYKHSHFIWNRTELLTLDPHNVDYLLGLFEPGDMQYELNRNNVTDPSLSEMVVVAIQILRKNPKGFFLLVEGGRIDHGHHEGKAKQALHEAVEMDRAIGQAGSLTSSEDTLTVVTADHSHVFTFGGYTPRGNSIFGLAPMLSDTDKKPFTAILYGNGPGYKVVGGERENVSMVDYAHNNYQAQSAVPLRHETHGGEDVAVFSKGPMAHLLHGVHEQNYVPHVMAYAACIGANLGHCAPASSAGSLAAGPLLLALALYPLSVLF
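Dosing: 20 µM single point. System: human TNAP. Amount: TNAP 1/800 final. Incubation: 30 min, room temperature. Read-out: TNAP activation factor scaled between EDTA and DMSO control wells. Signal: luminescence from CDP-star hydrolysis. Medium: 1 M DEA, pH 9.8, Mg2+, Zn2+. Control set: EDTA negative control, DMSO positive control.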
RAM network inh: inhibitors of the yeast RAM network; S. cerevisiae dse1pr::URA3 reporter, 5-FOA growth OD615, 2 d; analog-sensitive cbk1-as2 kinase mutant strain; inhibition, % at 50 µM; 190,000 tested, 1.8% active; AID 868;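 active = inhibition above a set limit, 3 SD over mean compound inhibition, cut at about 8.4% in these data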;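 note: 0% = DMSO-only wells with no growth and 100% = 10 µM 1-NA-PP1 full growth; inhibition rescues growth on 5-FOA so higher OD means more RAM inhibition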
bIAP inh: intestinal alkaline phosphatase (bovine) inhibition. purified bovine IAP, CDP-star luminescence, 30 min. inhibition, % at 20 µM. 190,000 tested, under 10 active;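 active = over 50% inhibition of intestinal alkaline phosphatase at 20 µM in the single-dose screen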
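Incubation: 30 min reaction at room temperature / Material: purified bovine intestinal alkaline phosphatase (IAP) enzyme / Input: enzyme at 1/65,000,000 dilution / Dosing: 20 µM single dose / Signal: CDP-star luminescence signal / Reagent: CDP-star chemiluminescent phosphatase substrate, 30 µM final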
TNAP inh hiacc: inhibitors of human TNAP at high phosphate acceptor concentration; P05186; purified TNAP, CDP-star luminescence, 1 M DEA; inhibition, % at 20 µM; 200,000 tested, 0.03% active; AID 1135;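 active = over 50% inhibition of tissue-nonspecific alkaline phosphatase at 20 µM in the single-dose screen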;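 note: plate controls were DMSO wells for no effect and EDTA-quenched wells as full inhibition for full effect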
TNAP inh no acc: blocks human TNAP activity with no phosphate acceptor present. inhibition, % at 20 µM. 200,000 tested, 0.26% active. purified TNAP, CDP-star luminescence, 30 min. P05186. AID 1012;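 active = tissue-nonspecific alkaline phosphatase inhibition above about 50% at 20 µM in the single-dose screen, limit read from the data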;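 note: 0% = DMSO negative control and 100% = EDTA positive control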
L major viab: Leishmania major promastigote growth inhibition; Leishmania major promastigotes, resazurin fluorescence viability; inhibition, % at 10 µM; 200,000 tested, 9% active; AID 1063; in the data active = inhibition above about 50%;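 note: promastigotes grown with compound for 44 hours at 28 °C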
bIAP activator: intestinal alkaline phosphatase (bovine) activation. purified bovine IAP, CDP-star luminescence, 30 min; hits give high values; fold of DMSO-control signal, blank-subtracted. 200,000 tested, 0.17% active. activation factor at 20 µM;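 active = activation factor of 2 or more at 20 µM, a signal rise over negative controls twice the positive control's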
APP transl inh: APP translation inhibition; 190,000 tested, 0.82% active; inhibition, % at 2 µM; SH-SY5Y APP 5'UTR-luciferase reporter, luminescence;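 active = inhibition above a set limit, derived from the sample mean plus 3 SD, cut at about 45% in these data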; note: values of inactives mirror those of a sister screen read the other way
Starred values were filed as active, the others as inactive; / = not tested or not shown.

The first 3 records as a preview:
SMILES	FLuc stim CS	FLuc inh counter	TNAP act hiacc	RAM network inh	bIAP inh	TNAP inh hiacc	TNAP inh no acc	L major viab	bIAP activator	APP transl inh
COc1ccc(-n2c(=O)cc(N3CCCCCC3)[nH]c2=O)cc1	1	-1	1	-1.3	-6	2	-9	-8	1.1	-11
COc1ccc(Cn2nnnc2C(c2cc3cccc(C)c3[nH]c2=O)N2CCOCC2)cc1 (stereo not given)	1.1	-6	1	1.3	9	-4	-9	-2	0.9	-6
Cc1ccc(CN(c2ccc(C(=O)NCc3ccccn3)cc2)S(C)(=O)=O)cc1	1.1	-5	1	3.0	10	-3	-14	-5	0.9	/

The whole of this part, previewed entries included:
SMILES	FLuc stim CS	FLuc inh counter	TNAP act hiacc	RAM network inh	bIAP inh	TNAP inh hiacc	TNAP inh no acc	L major viab	bIAP activator	APP transl inh
COc1ccc(-n2c(=O)cc(N3CCCCCC3)[nH]c2=O)cc1	1	-1	1	-1.3	-6	2	-9	-8	1.1	-11
COc1ccc(Cn2nnnc2C(c2cc3cccc(C)c3[nH]c2=O)N2CCOCC2)cc1 (stereo not given)	1.1	-6	1	1.3	9	-4	-9	-2	0.9	-6
Cc1ccc(CN(c2ccc(C(=O)NCc3ccccn3)cc2)S(C)(=O)=O)cc1	1.1	-5	1	3.0	10	-3	-14	-5	0.9	/
CCCS(=O)(=O)c1nc(S(=O)(=O)c2ccc(C)cc2)c(NCCN2CCOCC2)s1	1.1	-8	1	0.1	-9	-4	-6	-5	1.1	-6
Nc1sccc1C(=O)c1ccc(Cl)cc1	1	-2	1	1.8	14	-3	-11	-4	0.9	-13
CN(CC(=O)Nc1ccc(F)cc1)c1ccc(S(=O)(=O)N2CCCC2)cn1	1.1	-5	1.1	2.5	-12	-6	-5	5	1.1	-6
CN(C(=O)CO/N=C/c1ccc(OC(F)F)cc1)C1CCS(=O)(=O)C1 (stereo not given)	1.1	-7	1.1	1.9	-2	-6	-6	-5	1	-2
C=CCN(CC(=O)Nc1c(C)cccc1CC)C(=O)SCCC	1.1	-8	1.1	0.8	12	-6	-10	-1	0.9	-1
CCN(CC)S(=O)(=O)c1cccc(NC(=O)CN(C)C2CCCCC2)c1	1	-2	1.1	1.4	-13	-9	-17	7	1.1	11
Cc1c(C(=O)O)sc2ncnc(N3CCCCC3C)c12 (stereo not given)	1	-4	1	-0.9	7	-3	-10	-2	0.9	-5
CC(Sc1nc(-c2ccccc2)cc(C(F)(F)F)n1)C(=O)NCc1ccco1 (stereo not given)	1	-5	1	3.9	31	-4	-10	4	0.7	0
CC(=O)c1c(COC(=O)c2ccncc2)nc2ccccc2[n+]1[O-]	1	2	1	1.1	-4	2	-4	-3	1	-15
CC(=O)Nc1cccc(C(=O)/C=C/c2cccs2)c1	0.7	28	1	0.0	-16	-4	11	93*	1.2	-58
O=C(Nc1cccnc1)C1(c2ccc(Cl)cc2)CCCC1	1.1	-12	1.1	-0.8	20	-8	-11	8	0.8	-11
CC(=O)Nc1ccc(S(=O)(=O)Nc2ccc(C)c([N+](=O)[O-])c2)cc1	1	-3	1	0.7	6	-1	-9	0	0.9	-1
CN(C)NC1=CC(=[N+]2CCCC2)CC(C)(C)C1	1	-1	1	1.7	-4	1	0	4	1	-20
CCOC(=O)C1=C(C)N(c2ccc(C)c(C)c2)C(=O)/C1=C\c1ccco1	1	-5	1	11*	11	4	1	16	0.9	-3
COc1ccc(OCC(=O)N/N=C2/C=C(C)CC2)cc1	1	-3	1	2.0	-14	3	-8	0	1.1	12
Cc1cccc(-n2ccnc2CN2CCN(C3CCCC3)C(CCO)C2)c1 (stereo not given)	1.1	-6	1	-0.1	-17	5	-12	-3	1.2	2
Cc1cc(C)n(C(=O)CNC(=O)COc2ccccc2)n1	1	-3	1	0.4	-1	-3	-4	-8	1	6
O=C(Nc1nnc(-c2ccco2)s1)C1CCN(S(=O)(=O)c2ccc(Cl)cc2)CC1	1.1	-6	1	1.4	1	-2	-10	15	1	-1
N#Cc1cc(C(=O)Cc2ccccc2)c[nH]1	1	0	1	0.8	7	1	1	-4	0.9	4
Cc1ccc(OCC(=O)OCCN2C(=O)c3ccccc3C2=O)cc1C	1	-1	1	2.9	3	-2	-7	-5	1	-10
O=C(O)CSc1nnc(-c2ccncc2)n1Cc1ccccc1	1	1	1	0.3	-6	0	-7	-6	1.1	0
CCS(=O)(=O)c1ccc2oc(SCC(=O)Nc3ccc(OC)cc3)nc2c1	1	2	1	3.0	-22	-4	-26	-12	1.2	-42

New compounds follow:
SMILES	FLuc stim CS	FLuc inh counter	TNAP act hiacc	RAM network inh	bIAP inh	TNAP inh hiacc	TNAP inh no acc	L major viab	bIAP activator	APP transl inh
CCOC(=O)c1cnn(-c2ccc(Cl)cc2)c1C1CCN(C(=O)OC(C)(C)C)CC1	1	-5	1	1.4	-5	-1	-9	6	1.1	-8
O=C(c1cnc2n(c1=O)CCS2)N1CCc2ccccc21	1	4	1	-0.6	9	3	-6	23	0.9	-7
O=C(Nc1ccc(Cc2ccncc2)cc1)c1ccc(S(=O)(=O)N2CCCC2)cc1	1.1	-5	1.1	1.5	10	-5	-10	99*	0.9	-21
O=C(Nc1ncc2c(n1)-c1ccccc1CC2)c1cccs1	0.9	12	1	0.5	6	-4	-10	42	0.9	-11
COc1cccc(C(=O)Nc2nc(-c3ccncc3)cs2)c1	0.9	5	1	-0.1	11	0	10	11	0.9	3
COc1ccccc1-c1c(C)nn2c(NCCN3CCCC3)cc(C)nc12	1.1	-12	1	1.1	-3	-2	-3	2	1	-12
CCCn1c(SCc2nc(N)nc(N3CCCCC3)n2)nc2c1c(=O)n(C)c(=O)n2C	1	-4	1.1	-0.6	-9	-6	-12	8	1.1	0
CC(=O)N1N=C(N)SC1(C)C	1	-4	1.1	1.1	3	-6	-12	-4	1	-15
COc1ccc(S(=O)(=O)Nc2nc3ccccc3nc2Nc2ccc3c(c2)OCO3)cc1	1	-1	1	1.7	6	4	1	5	0.9	34
CS(=O)(=O)c1nc(-c2ccc(F)cc2)cc(C(F)(F)F)n1	1.1	-10	1	-0.2	5	-4	0	5	1	30
CCC(C)NC(=O)CSC1=Nc2ccccc2C2=NC(CC(=O)NCc3ccccc3)C(=O)N12 (stereo not given)	1.1	-8	1	0.3	7	-4	-14	37	0.9	7
Cc1ccccc1OCC(=O)NCC1CCCO1 (stereo not given)	1	-1	1	0.9	8	0	-11	-5	0.9	-8
Cc1ccn2c(NC(C)(C)C)c(-c3cccs3)nc2c1	1	4	1	1.2	-16	0	-6	26	1.2	5
CCOn1c(SCC)nc2ccccc2c1=O	1	-2	1.1	-0.1	4	-6	-8	-2	1	10
Cc1ccc(NCC(=O)N/N=C\C(Br)=C\c2ccccc2)cc1	1	-4	1	-1.0	/	-2	-14	68*	0.4	4
Cc1cccc(C(=O)N(Cc2nc3ccccc3c(=O)[nH]2)C2CCCCC2)c1	1	-5	1	-0.4	6	2	-3	1	0.9	10
O=C(NCc1cccs1)C1CCCCC1	1	-1	1	0.7	7	2	-14	0	0.9	9
COc1ccc(C(C2C(=O)CC(C)(C)CC2=O)C2C(=O)CC(C)(C)CC2=O)cc1COCC(F)(F)F	1.1	-7	1	0.7	2	3	2	-6	1	-7
COc1ccc(-c2nc(C)sc2C)cc1	1	4	1	0.1	5	-1	-4	6	1	-23
O=C(COc1ccccc1)NCCSCc1ccc(Cl)cc1	1	-4	1	9.9*	13	-3	-8	44	0.9	1
O=C(COC(=O)/C=C/c1ccccc1Cl)NC1CCCCCC1	1	-1	1	4.0	-6	-4	-12	-8	1.1	-5
c1ccc(COc2ccc(OCCN3CCCC3)cc2)cc1	1	0	1	-0.8	5	-5	-18	100*	0.9	-21
Fc1cccc(F)c1/C=N/Nc1ccccn1	1	5	1	-1.0	-2	-3	-13	5	1	-34
Cn1cnnc1SCC(=O)Nc1ccc(N2CCOCC2)cc1	0.8	20	1	0.8	-10	-1	-11	-6	1.1	-6
CCOC(=O)c1c(/N=C/C2C(=O)CCCC2=O)sc(C)c1C	1	-2	1	-0.6	9	1	8	-5	0.9	0

Next part
SMILES	FLuc stim CS	FLuc inh counter	TNAP act hiacc	RAM network inh	bIAP inh	TNAP inh hiacc	TNAP inh no acc	L major viab	bIAP activator	APP transl inh
COc1ccc2c(c1O)C(=O)c1ccccc1C2=O	1	2	0.8	1.9	18	18	15	-11	0.8	14
COc1cc(C2N(c3ccc(Cl)c(Cl)c3)C(=O)C3CCCN32)cc(OC)c1OC (stereo not given)	1.1	-5	1	0.9	-2	-3	-11	8	1	0
COc1ccnc(Oc2ccc(F)cc2)c1C(=O)N/C=N/OCc1ccc(F)cc1Cl	1.1	-6	1	3.5	21	-4	-5	-7	0.8	-5
CCOc1ncccc1C(=O)Nc1cccc(Cl)c1Cl	1.1	-7	1	6.4	1	-3	-16	-2	1	-14
CCOC(=O)C(NC(C)=O)(Nc1ccc(S(=O)(=O)Nc2onc(C)c2C)cc1)C(F)(F)F (stereo not given)	1	-2	1	2.5	-6	-4	-7	-3	1.1	/
CCc1c(SCCC(=O)O)nc2ccccc2c1C	1.1	-7	1.1	-2.2	11	-6	-6	-2	0.9	-12
CC(C)(C)n1ncc2c(=O)n(CC(=O)c3ccc(Cl)cc3)cnc21	1	-1	1	1.4	8	-2	-6	-6	0.9	-121
O=c1cc(O)c2sc(Nc3ccc(F)cc3)nc2[nH]1	1	-2	1	0.1	-2	-2	-6	-4	1	3
Cc1ccsc1C(=O)OCC(=O)Nc1ccc(Cl)cc1C(F)(F)F	1	-3	1	0.8	11	3	-6	-2	0.9	-15
COc1ccc(CCNC(=O)Cc2cccs2)cc1OC	1.1	-7	1	0.6	-15	-5	-9	-6	1.2	-17
CC12CCC(=O)N1C(C(=O)Nc1cccc3ccccc13)CS2 (stereo not given)	1.1	-11	1.1	2.1	10	-5	-8	/	0.9	/
C=CCOC(=O)C1=C[C@@H](c2ccccc2)[C@H](CCCO)[C@@H](OCC)O1	1	-1	1	-0.5	-5	-4	-6	-2	1.1	-2
Cc1ccsc1C(=O)OCC(=O)Nc1c(Cl)cccc1C(F)(F)F	1.1	-6	1	1.4	14	-4	-11	-2	0.9	-23
O=C(Cn1nnc(-c2cccs2)n1)NCCc1ccccc1	1.1	-5	1	0.2	16	-4	-11	0	0.8	4
Cc1ccc(/C=C/C2=NN(Cc3ccccc3Cl)C(=O)CC2)cc1	1	-4	1	8.1	-2	-4	-3	-1	1	/
O=C(C1CC1)N(Cc1ccco1)c1nc(-c2ccccc2)cs1	1	1	1.1	12*	4	-9	-13	58*	1	7
Cc1cc(C)cc(N(CC(=O)NCc2ccco2)C(=O)CCC(=O)Nc2nccs2)c1	1.1	-6	1	2.4	-1	-1	-9	78*	1	4

Two of the compounds above, with values under each structure.
Value order – FLuc stim CS | FLuc inh counter | TNAP act hiacc | RAM network inh | bIAP inh | TNAP inh hiacc | TNAP inh no acc | L major viab | bIAP activator | APP transl inh
> Cc1ccc(/C=C/C2=NN(Cc3ccccc3Cl)C(=O)CC2)cc1
→ 1 | -4 | 1 | 8.1 | -2 | -4 | -3 | -1 | 1 | /
> O=C(C1CC1)N(Cc1ccco1)c1nc(-c2ccccc2)cs1
→ 1 | 1 | 1.1 | 12* | 4 | -9 | -13 | 58* | 1 | 7
